Source: PubChem BioAssay
USP1-UAF1 inh = inhibitors of human USP1/UAF1 deubiquitinase | recombinant USP1/UAF1, Ub-Rhodamine cleavage fluorescence | Potency, µM (doses to about 57.1 µM), without a hit: at the top dose activity change, negative = inhibition, actives largely listed as inhibitors | hit rate 0.23% among 390,000 | AID 743255; note: potency is the fitted concentration of half-maximal effect; % is set by controls: 0 for no effect and ±100 for the full control effect; nearly all actives have a fitted effect of over 60% in size; inactives centre near -12
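USP1/UAF1 complex at 1 nM was preincubated with compound for 15 min at room temperature, then Ub-Rho substrate (150nM final) was added. Fluorescence (480/540 nm) was read kinetically, 6 reads every 60 seconds.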
Vif-A3G inh = Vif-A3G binding inhibition. Potency, µM (doses to about 46.1 µM), without a hit: at the top dose activity, negative = active, usual class: inhibitors. Q9HC16. hit rate 0.076% among 410,000. HeLa A3G-eYFP + Vif (tagged APOBEC3G with the HIV-1 protein that degrades it), YFP fluorescence, overnight;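 note: potency is the fitted concentration of half-maximal effect; % is set by controls: 0 for no effect and ±100 for the full control effect; nearly all actives have a fitted effect of over 60% in size; hits raise eYFP signal because A3G escapes Vif-driven loss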
Target sequence (Q9HC16 whole entry, looked up): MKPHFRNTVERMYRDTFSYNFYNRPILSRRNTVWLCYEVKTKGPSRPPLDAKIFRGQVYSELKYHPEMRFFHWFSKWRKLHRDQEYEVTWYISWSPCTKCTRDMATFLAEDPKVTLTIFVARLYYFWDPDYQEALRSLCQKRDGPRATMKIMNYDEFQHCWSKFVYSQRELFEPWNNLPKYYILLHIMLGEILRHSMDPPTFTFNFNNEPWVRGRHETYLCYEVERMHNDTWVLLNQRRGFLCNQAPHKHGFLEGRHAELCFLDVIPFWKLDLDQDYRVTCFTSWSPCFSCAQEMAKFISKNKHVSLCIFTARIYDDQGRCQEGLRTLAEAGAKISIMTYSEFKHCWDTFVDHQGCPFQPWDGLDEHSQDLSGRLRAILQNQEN
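HeLa cells stably expressing Vif and C-terminally eYFP-tagged A3G, seeded overnight at 37 deg C, then exposed to compound by pintool overnight at 37 deg C. Rise in yellow fluorescence (Ex 488/Em 500-530, Acumen) marks blocked Vif-driven A3G degradation.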
IDH1 R132H inh = human IDH1 R132H inhibition. O75874. IDH1-R132H enzyme, NADPH consumption, diaphorase/resazurin fluorescence. Potency, µM (titrated, usually from 76.6 µM), for the others: at the top dose activity change, negative = inhibition, most hits filed as inhibitors. hit rate 0.093% among 390,000. AID 602179; note: potency is the fitted concentration of half-maximal effect; % is set by controls: 0 for no effect and ±100 for the full control effect; nearly all actives have a fitted effect of over 65% in size
Target sequence (O75874 whole entry R132H, stated change not applied): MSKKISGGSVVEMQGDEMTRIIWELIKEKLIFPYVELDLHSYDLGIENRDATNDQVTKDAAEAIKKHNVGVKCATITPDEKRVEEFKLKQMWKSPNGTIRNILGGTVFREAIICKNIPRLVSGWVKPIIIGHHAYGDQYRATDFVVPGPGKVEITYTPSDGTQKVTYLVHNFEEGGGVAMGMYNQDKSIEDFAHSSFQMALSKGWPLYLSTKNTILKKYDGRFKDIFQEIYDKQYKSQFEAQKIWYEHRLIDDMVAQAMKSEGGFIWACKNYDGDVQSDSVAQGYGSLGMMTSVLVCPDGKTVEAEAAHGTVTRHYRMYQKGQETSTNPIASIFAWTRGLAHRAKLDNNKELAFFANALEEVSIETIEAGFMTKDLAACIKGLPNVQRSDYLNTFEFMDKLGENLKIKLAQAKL
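IDH1-R132H (0.5 ug/mL dispensed) in pH 7.5 Tris buffer was preincubated 30 min with compound, then given a substrate mix of 0.016 mM NADPH and 2 mM alpha-KG for 80 min at room temperature; remaining NADPH was read by diaphorase/resazurin fluorescence.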
GRP78 ERSR act = ER stress response induction in glioma. U87-MG GRP78 promoter luciferase reporter, 16 h. Potency, µM, inactives show top-dose activation, usual class: activators. hit rate 0.02% among 420,000; note: potency is the fitted concentration of half-maximal effect; series mostly up to about 76 µM; % of control where 0% means no effect; nearly all actives have a fitted effect of over 35% in size
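Stably transfected U87-MG glioma cells carrying a GRP78-based luciferase sensor; 16 h compound incubation. Luminescence end-point read 10 min after Bright-Glo addition at room temperature.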
RGS4 inh = human RGS4 inhibition; hit rate 0.039% among 390,000; P49798; Potency, µM (titrated, usually from 114 µM), for the others: at the top dose activity change, negative = inhibition, actives largely listed as inhibitors; Transcreener GDP fluorescence polarization, RGS4-accelerated GTP hydrolysis; note: potency is the fitted concentration of half-maximal effect; % is set by controls: 0 for no effect and ±100 for the full control effect; nearly all actives have a fitted effect of over 75% in size; some results filed as inactive show a strong effect at the top dose
Target sequence (P49798 whole entry, looked up): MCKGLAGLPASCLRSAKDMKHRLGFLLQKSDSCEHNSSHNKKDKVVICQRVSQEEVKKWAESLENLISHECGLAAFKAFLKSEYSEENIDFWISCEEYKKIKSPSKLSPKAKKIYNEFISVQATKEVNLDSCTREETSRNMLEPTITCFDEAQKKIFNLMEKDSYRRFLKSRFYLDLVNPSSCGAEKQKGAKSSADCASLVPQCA
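MLSMR compounds (23 nl, pin-transferred) preincubated 10 min at room temperature with a 500nM (2x) first reagent, then RGS4 at 900nM (2x) plus Transcreener GDP mix added; fluorescence polarization (620/688 nm) read before and after 90 min at 30 °C.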
TrxR1 substrate = is turned over as a substrate by rat TrxR1. O89049. purified TrxR1 substrate turnover, NADPH consumption readout. Potency, µM (highest dose often 114 µM), inactives show at the top dose activity change, negative = substrate turnover. hit rate 0.01% among 390,000; note: potency is the fitted concentration of half-maximal effect; % is set by controls: 0 for no effect and ±100 for the full control effect; nearly all actives have a fitted effect of over 50% in size
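Rat TrxR1, dispensed at 90 nM, was prereduced with 400 uM NADPH (final) for 5 min at ~22 deg C, then incubated with compound 15 min before 400 uM selenite. A first-read NADPH fluorescence drop versus no-compound background flagged substrates.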
TrxR1 inh = blocks rat thioredoxin reductase 1; O89049; recombinant rTrxR1, NADPH fluorescence consumption, selenite substrate; Potency, µM (highest dose often 114 µM), for the others: top-dose activity change, negative = inhibition, actives largely listed as inhibitors; AID 588453; hit rate 1% among 390,000; note: potency is the fitted concentration of half-maximal effect; % is set by controls: 0 for no effect and ±100 for the full control effect; nearly all actives have a fitted effect of over 65% in size
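Rat TrxR1 (90 nM in the dispensed reagent) was pre-reduced with 400 uM NADPH for 5 min at room temperature, then incubated with compound for 15 min. After 400 uM selenite was added, NADPH fluorescence (Ex 340/Em 450 nm) was followed for 8 min.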
Vif-A3F inh = blocks the Vif interaction with APOBEC3F; hit rate 0.2% among 390,000; HeLa A3F-eYFP + Vif (tagged APOBEC3F with the HIV-1 protein that degrades it), YFP fluorescence increase; AID 602313; Potency, µM (doses to about 46.1 µM), inactives show top-dose activity, negative = active; note: potency is the fitted concentration of half-maximal effect; % of control where 0% means no effect; nearly all actives have a fitted effect of over 65% in size
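HeLa cells stably expressing Vif plus C-terminally eYFP-tagged A3F were seeded, incubated overnight at 37 deg C, dosed with compound, incubated overnight again at 37 deg C. Yellow fluorescence (Ex 488/Em 500-530) reported blocked Vif-mediated A3F-eYFP degradation.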
LDHA block = blocks human lactate dehydrogenase A | P00338 | purified LDHA, NADH/diaphorase-resazurin fluorescence; active compounds read low | activity change, % (values are at about 110 or 230 µM) | hit rate 0.15% among 480,000; in the data active = activity change below about -30%; inconclusive = mostly about -25% to -30%;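 note: plate controls were DMSO wells for no effect and wells without enzyme for full effect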
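Remaining NADH was detected by diaphorase (0.133 mg/mL) converting 37 µM resazurin to fluorescent resorufin, read at 0 and 20 minutes. The preceding 5-minute room-temperature reaction used 2 nM LDHA, 0.2 mM sodium pyruvate and 0.06 mM NADH at pH 7.4.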
* hit, by the source's call; u = inconclusive; x = no result given; [ ] = remark or other dose. Unless noted, calls come from the whole dose curve; as a rule, active = well fitted curve in the direction sought with a large enough effect; inconclusive = small, poorly fitted or top-dose-only effect, or another doubt; inactive = no such curve, though single readings can be large; an effect the other way counts as inactive or inconclusive.

no. | smiles | USP1-UAF1 inh | Vif-A3G inh | IDH1 R132H inh | GRP78 ERSR act | RGS4 inh
1 | CCOC(=O)c1ccc(NC(=O)NC2CC3CCC(C2)N3C(=S)NC)cc1 (stereo not drawn) | -14.0% | 2.7% | 1.7% | -3.2% | -22.6%
2 | COC(=O)Cn1nc(-c2ccccc2)n(-c2ccccc2)c1=S | -9.9% | 1.3% | 6.2% | -3.6% | -15.1%
3 | COc1ccc(OC)c(NC(=O)NCCc2cccc(Cl)c2)c1 | -12.1% | -4.9% | 0.0% | -2.0% | 3.7%
4 | Cc1cc(NC(=O)COC(=O)c2cccc(O)c2)no1 | 0.8% | -2.3% | 0.4% | -1.7% | -21.3%
5 | NC1=NC2=C(CCCC2)C2(CCCCC2)S1 | -9.1% | -0.6% | -2.3% | 1.7% | -2.3%
6 | Fc1ccc(-c2noc3ncnc(N4CCCCC4)c23)cc1 | -3.9% | 8.5% | 19.0% | -4.5% | 10.9%
7 | Cc1cc(C(=O)NCCCC(=O)O)c(C)o1 | -15.0% | -0.6% | 5.4% | 0.4% | -21.2%
8 | COc1ccc(CNS(=O)(=O)c2ccc(N3CCCC3)cc2Br)cc1 | -26.6% | 4.0% | -1.9% | -0.1% | u
9 | CCOc1ccc(NC(=O)CN(C)C(=O)c2cccnc2Sc2ccc(Cl)cc2)cc1OCC | -22.0% | 2.9% | 4.4% | -3.3% | -38.7%
10 | O=C1NC(Cc2ccccc2)c2nc3cc(F)c(F)cc3c(=O)n2-c2cc3ccccc3cc21 (stereo not drawn) | -27.6% | -28.4% | -11.3% | -4.4% | x
11 | COc1cc(C(=O)Nc2ccc3c(c2)N(C(=O)CN2CCN(C)CC2)c2ccccc2CC3)cc(OC)c1OC | -18.6% | 4.2% | 0.9% | -3.1% | -23.6%
12 | C#CCn1c(=NC(=O)c2ccc3c(c2)OCCO3)sc2cc(OC)c(OC)cc21 | -24.7% | 7.0% | 2.6% | 4.5% | -33.5%
13 | O=C(O)Cc1cn(Cc2cccc(Cl)c2)c2ccccc12 | 6.9% | -1.2% | -7.7% | 0.4% | 35.1%
14 | Cc1ccc2c(c1)c(N1CCCC1=O)c(C(=O)Nc1ccc(F)cc1F)n2C | -23.5% | -0.5% | -7.3% | -2.8% | 12.1%
15 | CN(CC(=O)NNC(=O)Cc1ccccc1F)S(=O)(=O)c1ccc(Cl)cc1 | 0.8% | -0.2% | 0.7% | -3.2% | 23.8%

no. | TrxR1 substrate | TrxR1 inh | Vif-A3F inh | LDHA block
1 | -7.1%[57.1 µM] | 7.7% | -15.0% | 2.6
2 | -8.0% | -0.8% | 0.2% | -0.8
3 | 3.6% | 8.6% | u | 5.2
4 | -2.5% | -7.7% | 5.0% | -18.3
5 | -0.4% | 11.0% | -0.4% | -7.6
6 | -12.9% | -23.5% | -7.2% | -3.5
7 | -6.0% | 2.1% | -2.0% | 0.0
8 | -3.3% | 10.2% | 2.9% | 0.6
9 | 0.1% | 13.6% | -0.4% | 8.0
10 | x | x | -0.6% | 0.2
11 | 10.3%[57.1 µM] | 9.1%[57.1 µM] | -0.1% | 5.6
12 | 30.4%[activator][57.1 µM] | 20.1%[57.1 µM] | -15.2% | -0.7
13 | -1.2% | 5.0% | -14.0% | 0.8
14 | 3.7% | 43.9%[activator] | -5.0% | 3.9
15 | -11.8% | -9.0% | 3.2% | -10.5

Following part:
no. | smiles | USP1-UAF1 inh | Vif-A3G inh | IDH1 R132H inh | GRP78 ERSR act | RGS4 inh
16 | COc1ccc(-c2csc(NC(=O)c3ccc(C(C)(C)C)cc3)c2C(=O)O)cc1 | u | -1.6% | 1.4% | -1.3% | -23.9%
17 | COc1ccc2c(c1)C(=O)N(c1ccccc1C)C(=O)C2(C)C | -2.2% | -0.2% | -0.3% | -2.4% | 17.1%
18 | CCOc1cc(C2C(C(=O)O)c3cc(OCC)c(OCC)cc3C(=O)N2C)ccc1O (stereo not drawn) | -15.4% | -0.2% | 2.7% | -3.2% | 0.8%
19 | Cc1ccc(S(=O)(=O)N2CCC(C(=O)NNS(=O)(=O)c3ccc(Cl)cc3)CC2)cc1 | -7.0% | 1.7% | 3.5% | -4.6% | 0.6%
20 | O=C(CN1CCN(c2ccccc2)CC1)Nc1ccccc1C(F)(F)F | -19.5% | -8.7% | 9.8% | 5.3% | -32.5%
21 | COc1ccc(C(=O)N/N=C/c2ccc(OC)c(CN3CCc4cc(OC)c(OC)cc4C3C)c2)cc1 (stereo not drawn) | -4.1% | 1.2% | 1.7% | -3.3% | -15.3%
22 | CCOCC(=O)Nc1cc(C(F)(F)F)ccc1Oc1cccc(Br)c1 | -12.6% | 0.4% | 2.8% | 12.4% | 21.1%
23 | COCCOC(=O)c1nccnc1C(=O)Nc1ccc(S(=O)(=O)N2CCOCC2)cc1 | -22.8% | 5.3% | 4.2% | -6.4% | -7.2%
24 | Cc1ccc(NS(=O)(=O)c2c(C)[nH]c(=O)[nH]c2=O)cc1C | -12.2% | 1.6% | 1.1% | -2.9% | -2.0%
25 | CC1CCN(S(=O)(=O)c2ccc3c(c2)N(CC(=O)NCc2cccnc2)C(=O)CS3)CC1 | -20.6% | 0.9% | -7.9% | -2.3% | u
26 | Cc1ccc(NC(=S)N(CCCN2CCCC2)Cc2cccn2Cc2ccc(Cl)cc2)cc1Cl | -13.7% | 0.8% | 9.3% | -1.4% | -20.7%
27 | COc1ccc(C)cc1NC(=O)NC(C)c1ccncc1 (stereo not drawn) | -18.0% | -0.7% | 7.3% | -3.7% | -4.3%
28 | COc1ccccc1CCNS(=O)(=O)CCNC(=O)c1ccccc1 | -0.9% | -2.5% | 7.3% | -2.6% | -15.4%
29 | COc1ccccc1NC(=O)c1cccs1 | 0.8% | -1.3% | 0.4% | 7.7% | 19.2%
30 | Cc1cc(F)ccc1NC(=O)C1CCN(C(=O)Nc2ccccc2)CC1 | -7.6% | -0.2% | -0.6% | -1.8% | 8.7%

no. | TrxR1 substrate | TrxR1 inh | Vif-A3F inh | LDHA block
16 | -14.9%[57.1 µM] | 32.3%[57.1 µM] | 4.6% | 2.0
17 | 90.4% | 42.8% | 0.6% | -5.9
18 | -3.2% | 0.1% | x | -1.6
19 | 3.6% | 8.4% | 0.4% | -1.6
20 | 6.0%[57.1 µM] | 31.2%[57.1 µM] | 0.6% | -0.2
21 | -9.2% | 21.1%[57.1 µM] | 9.3% | 1.2
22 | -4.8% | 0.4% | -5.6% | -1.6
23 | 2.6% | 18.5% | -7.7% | -1.7
24 | 1.7%[57.1 µM] | 18.3% | 5.5% | 1.9
25 | -0.4% | 15.0% | 1.4% | -1.8
26 | 10.9% | 10.7% | -1.9% | 5.6
27 | 9.2% | 13.5% | -14.0% | -2.6
28 | -12.3% | -6.8% | -18.5% | -3.5
29 | -3.6% | 9.2% | 2.7% | -10.4
30 | 5.3%[57.1 µM] | 13.6%[57.1 µM] | -18.3% | -3.6

Single records, as listed above:
`Cc1ccc(NS(=O)(=O)c2c(C)[nH]c(=O)[nH]c2=O)cc1C` as listed: USP1-UAF1 inh = -12.2%; Vif-A3G inh = 1.6%; IDH1 R132H inh = 1.1%; GRP78 ERSR act = -2.9%; RGS4 inh = -2.0%; TrxR1 substrate = 1.7%[57.1 µM]; TrxR1 inh = 18.3%; Vif-A3F inh = 5.5%; LDHA block = 1.9
`CC1CCN(S(=O)(=O)c2ccc3c(c2)N(CC(=O)NCc2cccnc2)C(=O)CS3)CC1` as listed: USP1-UAF1 inh = -20.6%; Vif-A3G inh = 0.9%; IDH1 R132H inh = -7.9%; GRP78 ERSR act = -2.3%; RGS4 inh = u; TrxR1 substrate = -0.4%; TrxR1 inh = 15.0%; Vif-A3F inh = 1.4%; LDHA block = -1.8

Further structures follow.
no. | smiles | USP1-UAF1 inh | Vif-A3G inh | IDH1 R132H inh | GRP78 ERSR act | RGS4 inh
31 | CC(=O)c1ccc(NC(=O)COc2ccccc2-c2nc(-c3cccc(C)c3)no2)cc1 | -21.0% | -5.1% | 1.1% | -2.5% | -9.8%
32 | Cc1ccccc1C(=O)NC1CCN(CC(=O)Nc2nccs2)CC1 | -18.6% | -3.5% | 1.6% | -5.8% | -1.4%
33 | CCN(C(=O)CSc1nc(-c2ccccc2)c(-c2ccccc2)[nH]1)C1CCS(=O)(=O)C1 (stereo not drawn) | -8.3% | -9.5% | 1.4% | -0.6% | -32.0%
34 | COc1cccc2sc(N(CCCN(C)C)C(=O)CCS(=O)(=O)c3ccccc3)nc12 | 1.0% | u | -8.9% | -15.4% | 0.0%
35 | Cc1cc(Nc2ccc(F)cc2)nc(-n2nc(C)cc2C)n1 | -29.5% | 8.8% | -16.6% | -1.2% | 39.8%
36 | CC(C)C[C@@H]1NC(=O)N(CCCn2ccnc2)C1=O | -2.3% | -0.9% | -7.6% | -1.5% | 31.8%

no. | TrxR1 substrate | TrxR1 inh | Vif-A3F inh | LDHA block
31 | -2.1% | 13.7% | -2.0% | -4.3
32 | 4.4% | 6.1% | -7.9% | 1.1
33 | 51.0%[activator] | 21.6% | x | 1.2
34 | -1.8% | 1.58µM* | -3.6% | -2.5
35 | 3.9%[57.1 µM] | 21.3%[57.1 µM] | -2.0% | -7.5
36 | 0.0% | 4.2% | 5.6% | -7.8

An excerpt (hit frequency here may not be typical).
